PfGluPho inh: PfG6PD (Plasmodium falciparum) enzyme inhibition. actives 0.78% (n = 350,000). inhibition, % at 20 µM. PfGluPho enzyme, NADPH resazurin-diaphorase fluorescence;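 active = inhibition reaching at least a set limit at 20 µM in the primary screen, cut at about 59% in these data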;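 also: 0% = DMSO wells with substrate and 100% = DMSO wells lacking glucose-6-phosphate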
SENP8 inh: inhibitors of human SENP8 protease | actives 0.64% (n = 360,000) | Q96LD8 | recombinant SENP8, Nedd8 substrate fluorescence | inhibition, % at 20 µM; in the data active = inhibition mostly above about 40%, no sharp cut-off; inactive = mostly below about 27%
Target sequence (Q96LD8 whole entry, looked up): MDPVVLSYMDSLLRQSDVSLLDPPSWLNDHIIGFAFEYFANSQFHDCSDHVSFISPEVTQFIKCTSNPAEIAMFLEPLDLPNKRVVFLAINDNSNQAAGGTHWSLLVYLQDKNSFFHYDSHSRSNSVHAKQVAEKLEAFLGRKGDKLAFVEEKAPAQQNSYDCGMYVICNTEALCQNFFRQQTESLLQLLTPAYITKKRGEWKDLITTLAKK
SENP6 inh: SENP6 protease inhibition. Q9GZR1. Recombinant SENP6 catalytic domain, aminoluciferin luminescence. inhibition, % at 10 µM. actives 1.8% (n = 330,000);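 active = inhibition above about 50% at the single tested dose, limit read from the data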;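 also: plate controls were DMSO wells with enzyme for no effect and DMSO wells lacking enzyme for full effect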
Target sequence (Q9GZR1 628-1112 limits assumed): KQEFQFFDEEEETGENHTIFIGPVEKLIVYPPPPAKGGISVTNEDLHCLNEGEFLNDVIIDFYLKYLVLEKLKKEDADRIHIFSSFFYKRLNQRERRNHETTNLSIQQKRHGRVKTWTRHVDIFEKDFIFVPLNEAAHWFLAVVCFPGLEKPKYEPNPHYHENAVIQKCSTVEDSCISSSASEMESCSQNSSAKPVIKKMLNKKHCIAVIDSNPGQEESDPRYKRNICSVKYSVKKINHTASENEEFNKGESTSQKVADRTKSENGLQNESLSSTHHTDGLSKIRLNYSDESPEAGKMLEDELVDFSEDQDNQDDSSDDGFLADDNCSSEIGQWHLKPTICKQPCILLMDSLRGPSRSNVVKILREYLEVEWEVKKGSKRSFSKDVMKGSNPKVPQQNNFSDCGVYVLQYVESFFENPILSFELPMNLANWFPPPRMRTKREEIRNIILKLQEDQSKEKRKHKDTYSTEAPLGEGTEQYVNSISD
MPTP block: inhibitors of mitochondrial permeability transition pore; AID 602449; isolated mouse mitochondria, Ca2+ swelling absorbance, 30 min; actives 1.4% (n = 360,000); inhibition, % at 10 µM;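 active = inhibition of 50% or more, scaled per plate between neutral and stimulator controls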;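 also: 0% = DMSO wells given calcium and 100% = 1 mM EGTA wells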
ATG4B inhibitor: blocks human ATG4B protease cleavage of LC3 substrate. ATG4B cleavage of LC3-PLA2, NBD-HPC fluorescence, 1 h. inhibition, % at 8.33 µM. actives 0.51% (n = 340,000). AID 504462; in the data active = inhibition above about 40%
NR3A LBD binder: NR3A (human) ligand-binding domain modulation. AID 1259313. Tm shift relative to glycine control, % at 25 µM. NR3A LBD differential scanning fluorimetry, Tm shift; 0% = protein alone, 100% = glycine-bound protein. actives 2.5% (n = 340,000);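 active = melting temperature shift of at least 10% of the positive control shift, at one fixed dose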
SENP7 inh: inhibitors of human SENP7 protease. inhibition, % at 5 µM. recombinant SENP7, Z-RLRGG-aminoluciferin luminescence, 40 min. Q9BQF6. actives 1.5% (n = 330,000). AID 434973;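 active = inhibition above about 50% at the single test dose, limit read from the data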;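 also: plate controls were DMSO with enzyme for no effect and no enzyme buffer wells for full effect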
HKDC1 inhibitor: blocks human hexokinase HKDC1 activity. Q2TB90. recombinant HKDC1, G6PDH/diaphorase resazurin coupled fluorescence. actives 0.16% (n = 340,000). inhibition, % at 20 µM;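 active = inhibition above about 35% when tested at 20 µM, limit read from the data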;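 also: plate controls were DMSO wells with enzyme for no effect and DMSO wells lacking enzyme for full effect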
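System: Recombinant HKDC1 hexokinase | Amount: HKDC1 at 5 µg/mL | Reagent: Glucose with 1 mM ATP | Doses: Single 20 µM dose | Incubation: Reaction time 90 min, room temperature, protected from light | Signal: Coupled resazurin fluorescence, excitation 525 nm, emission 613 nm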
* marks the source's active call; other numbers are inactive results; x = not tested or not shown; & = joins results of further samples; ! = a repeat was not active.

SMILES	PfGluPho inh	SENP8 inh	SENP6 inh	MPTP block	ATG4B inhibitor	NR3A LBD binder	SENP7 inh	HKDC1 inhibitor
Clc1ccc(Cc2ccc(Cl)nn2)c(Cl)c1	0.8	20.3	1.2	2.6	-10.4	1.0	13.2	-2.9
COCCn1c(SCC(=O)c2ccc(Cl)cc2)nnc1C(C)C	41.5	29.0	-4.6	-2.4	-11.6	0.2	8.0	3.9
CC(C)(C)c1ccc(C(=O)NN2C(=O)CSC2=S)cc1	-18.3	-61.4	5.7	2.7	-4.6	0.3	-0.1	2.9
O=Cc1ccc(N2CCCCC2)cc1	7.5	0.6	-11.9	-1.1	-3.2	-2.8	3.9	-7.7
CCCNC(=O)CCn1cc(-c2ccc(OC)cc2)nc1-c1ccncc1	2.1	-266.6	0.1	-2.3	-1.4	0.7	-5.1	-7.5
OCCN1CCN(C(=S)Nc2cccc(C(F)(F)F)c2)CC1	-8.4&-2.9	2.5&18.0	-25.1	94.4*!	-5.8&-6.3	-0.5&-2.4	1.6	-3.2&-7.7
C[C@@H](NC(=O)c1nc[nH]c1C(=O)NCc1ccccc1)c1ccccc1	23.3	16.6	-21.9	0.1	-0.1	-2.4	1.2	6.7
Cc1ccc(S(=O)(=O)Nc2cc3c4c(c2)C(C)C(=O)N4CCC3)cc1 (stereo not drawn)	-4.2	9.4	-12.8	-1.1	-4.8	-0.9	-3.5	-2.0
CCOC(=O)Cc1cc(=O)n2[nH]c(-c3ccc(C)cc3)cc2n1	20.0	-15.9	-33.8	-1.6	1.0	-0.4	2.0	-0.4
COC(=O)c1[nH]c2ccccc2c1NC(=O)c1c(F)cccc1F	5.2	27.7	-8.3	1.7	-5.1	0.2	-5.8	-1.1
Cc1ccc(C)c(N2CCN(S(=O)(=O)c3ccc4c(c3)NC(=O)CC(=O)N4)CC2)c1	-27.9	-1.2	-4.3	-1.0	-2.7	0.1	26.7	3.1
COc1ccccc1Nc1ncccc1C(=O)O	9.2	12.6	-8.8	-8.1	-9.5	2.1	-4.6	-1.3
CCn1cc(S(=O)(=O)N2CCCC2)cn1	-5.9	-6.7	7.5	0.6	-1.3	0.9	-6.0	-3.1
CCNc1nc(NCC)nc(Oc2ccc(C(=O)OC)cc2)n1	-1.9	25.3	-10.1	1.1	-5.3	-2.2	-7.1	-8.7
CN(C)Cc1c(C(=O)N/N=C/c2cccc(OCc3c(F)cccc3Cl)c2)nnn1-c1nonc1N	10.8	12.6	-13.2	60.9*	7.8	23.6*	-5.0	-6.8
Cn1c(CNC(=O)c2cccs2)nnc1SCC(=O)Nc1ccccc1	7.0	5.6	13.4	-0.2	1.5	-4.6	8.0	-8.9
Cc1cc(C)c2cc(C#N)c(SCC(=O)NCc3ccco3)nc2c1	20.1	-63.1	20.0	-1.2	-5.7	-0.8	8.2	4.2
O=C(/C=C/c1c(F)cccc1Cl)Nc1ccc(S(=O)(=O)Nc2ncccn2)cc1	-23.3	-1.0	-1.4	-1.3	11.2	3.8	-7.1	-3.3
O=C(Cc1ccc(S(=O)(=O)N2CCOCC2)s1)Nc1ccc(Br)c(C(F)(F)F)c1	16.6	12.4	x	10.2	-10.7	7.0	x	5.3
Oc1cccc(-c2nc3ccccc3s2)c1	7.5	-142.3	96.4*	3.6	0.5	-2.2	95.4*	7.7
CCCc1ccc(C(=O)NNC(=O)c2ccc(Br)cc2)cc1	-23.1	18.1	-8.1	0.7	3.2	0.5	2.3	-3.5
CC(C)NC(=O)NC(=O)CSc1ccccc1F	-11.9	17.6	6.1	-0.1	0.6	-9.6	-0.4	-9.7
Cc1c(CC(=O)N2C[C@H]3C[C@@H](C2)c2cccc(=O)n2C3)c(=O)oc2cc3occ(C(C)(C)C)c3cc12	5.5	-99.0	-12.6	-0.9	-9.8	-3.2	-13.6	6.8
COC(=O)c1cc2sc(Cl)cc2n1CC(=O)Nc1ccc(OC)c(OC)c1OC	-42.1	5.7	-11.6	2.4	-1.4	-0.9	-5.8	0.6
O=[N+]([O-])c1ccc(/C=C/C2=NN(c3ccccc3)C(c3ccco3)C2)o1 (stereo not drawn)	22.8	-12.6	x	6.8	-1.9	198.8*	x	1.3
N#C/C(=C\c1ccc(N2CCOCC2)o1)C(=O)NCCc1ccccc1	18.5	2.3	-1.1	0.6	-7.4	-0.9	-3.4	-2.3
COc1ccc(-c2csc(N(CCCN(C)C)C(=O)c3ccc(F)cc3)n2)cc1	-11.7	14.6	3.0	-1.8	-4.2	1.3	-3.7	-0.1
COc1cc(NC(=O)C(C)C)ccc1NC(=O)c1cc2ccccc2o1	4.9	-2.5	49.2	2.6	-0.2	-0.3	44.4	-5.5
Nc1c(-c2ccccc2)c(CN2CCOCC2)nn1-c1cccc([N+](=O)[O-])c1	13.1	-0.8	11.3	-2.4	-7.9	-1.4	2.9	-2.3
COc1ccc(C(C[N+](=O)[O-])c2c(C)cc3ccccn23)c(OC)c1 (stereo not drawn)	35.6	-2.8	-6.8	-0.8	-3.2	0.2	0.0	3.7
COc1ccccc1NC(=O)Cn1cnc2sc(C(=O)NCc3ccco3)c(C)c2c1=O	6.3	11.2	20.6	-0.6	-3.1	-5.3	5.9	-5.5
O=C(CC1S/C(=N/N=C/C=C/c2ccccc2)NC1=O)Nc1ccc(Cl)c(Cl)c1 (stereo not drawn)	-7.8	22.0	-1.0	1.8	11.9	37.3*	0.1	-9.9
CC[C@H](C)Cc1cn([C@@H](CCCCNC(=O)OC(C)(C)C)C(=O)NCCCCCCCCCCC(=O)N2CCN(C(=O)OC(C)(C)C)CC2)nn1	10.1	12.5	-12.0	6.7	-8.2	-0.8	-6.3	0.9
COc1ccc(-c2nnc3n(CCc4ccccc4)c(=O)c4ccccc4n23)c(OC)c1	35.7	9.6	11.6	1.6	7.3	-2.0	4.4	2.8
Cc1ccc2[nH]c(=O)c3cc(C(=O)N(C)Cc4ccco4)sc3c2c1	40.1	-427.0	-7.9	0.9	0.7	0.6	-4.1	15.2
COC(=O)[C@H](CC(C)C)NC(=O)Nc1ccc2c(c1)OCCO2	-0.8	7.2	2.1	-0.6	3.0	-2.3	2.6	-11.0
Cc1cc(NC(=O)c2ccc(C#N)cc2)n(-c2ccccc2)n1	-7.4	6.7	1.9	-1.9	2.0	0.9	-2.4	0.4
COc1ccc(S(=O)(=O)N2CCOCC2)cc1N=Nc1sc(N)nc1-c1ccccc1	0.4	32.0	16.1	4.1	18.2	3.9	2.6	-7.9
Cc1cc(N(C)C)cc(C)[n+]1[O-]	2.0	15.7	5.2	0.9	1.0	0.9	5.6	-10.4
O=C(CN1CCN(C(=O)C2CC2)CC1)Nc1ccc(Cl)cc1F	0.3	18.1	5.8	-0.5	4.5	-1.6	0.6	-4.8
CN(Cc1ccccc1)C(=O)c1cccc(N2C(=O)C3CC=CCC3C2=O)c1 (stereo not drawn)	-17.7	15.2	-20.5	0.1	-5.7	0.3	-10.7	-4.9
COc1ccc(NC(=O)CCCn2c(=O)[nH]c3ccccc3c2=O)cc1	5.1	13.8	3.1	-0.8	-10.0	1.7	5.7	0.7
O=C(NCc1ccccc1Cl)c1ccc2c(c1)SC1=NS(=O)(=O)CCN12	-6.6	-30.3	10.7	0.4	0.5	1.7	6.8	1.2
O=C(Nc1ccccn1)C1CCN(S(=O)(=O)c2ccc3c(c2)OCCCO3)CC1	3.3	-0.1	-19.6	0.4	-1.8	-0.3	11.2	-2.9
O=C(NC(c1ccccc1)c1ccccc1)N1CCOCC1	10.9	6.2	-5.8	0.1	3.4	0.8	2.4	-14.8

Single records (already shown). Order of values: PfGluPho inh | SENP8 inh | SENP6 inh | MPTP block | ATG4B inhibitor | NR3A LBD binder | SENP7 inh | HKDC1 inhibitor
Profile of O=C(Nc1ccccn1)C1CCN(S(=O)(=O)c2ccc3c(c2)OCCCO3)CC1 : 3.3 | -0.1 | -19.6 | 0.4 | -1.8 | -0.3 | 11.2 | -2.9
Profile of COc1ccc(S(=O)(=O)N2CCOCC2)cc1N=Nc1sc(N)nc1-c1ccccc1 : 0.4 | 32.0 | 16.1 | 4.1 | 18.2 | 3.9 | 2.6 | -7.9
Profile of COC(=O)[C@H](CC(C)C)NC(=O)Nc1ccc2c(c1)OCCO2 : -0.8 | 7.2 | 2.1 | -0.6 | 3.0 | -2.3 | 2.6 | -11.0
Profile of COc1ccccc1NC(=O)Cn1cnc2sc(C(=O)NCc3ccco3)c(C)c2c1=O : 6.3 | 11.2 | 20.6 | -0.6 | -3.1 | -5.3 | 5.9 | -5.5
Profile of CN(Cc1ccccc1)C(=O)c1cccc(N2C(=O)C3CC=CCC3C2=O)c1 (stereo not drawn) : -17.7 | 15.2 | -20.5 | 0.1 | -5.7 | 0.3 | -10.7 | -4.9

(next part)
SMILES	PfGluPho inh	SENP8 inh	SENP6 inh	MPTP block	ATG4B inhibitor	NR3A LBD binder	SENP7 inh	HKDC1 inhibitor
CN1CCN(C(=O)CNC(=O)Cc2ccc(Cl)cc2)CC1	-14.7	19.8	-2.2	-0.8	8.2	1.6	-5.8	-6.5
O=C1/C(=C/c2ccc(O)cc2)SC(=S)N1Cc1cccnc1	-4.7	9.8	13.4	32.1	-2.0	0.7	17.3	-10.5
COc1cccc(C2=NOC(C(=O)Nc3cccnc3Cl)C2)c1 (stereo not drawn)	-1.2	18.8	0.0	1.9	-6.5	0.5	-2.5	-11.8
S=c1[nH]nc(-c2ccc(Cl)cc2)n1/N=C/c1cccs1	27.6	35.4	4.6	3.8	-0.5	-6.4	8.1	-1.4
CC(C)(SC(=S)N1CCOCC1)C(=O)O	-18.1	14.4	-2.3	-1.8	2.7	0.8	6.4	4.2
CCn1c(SCC(=O)Nc2cc(C)on2)nc2c(c1=O)SCC2	-1.7	6.1	-3.7	0.4	-0.6	2.5	-9.5	2.5
CCN(Cc1ccncc1)Cc1ccc(OC)c(OC)c1	-4.2	20.9	1.1	21.4	-7.8	2.4	11.2	-1.8
Cc1ccccc1Oc1cccc(C(=O)/C(C#N)=C/N(C)C)c1	-24.6	31.4	-18.6	-3.1	3.7	-0.8	-1.8	1.8
COc1cc(/C=N/Nc2ccc(C(=O)O)cc2)ccc1O	9.3	-223.9	98.7*	0.1	-2.6	26.6*	98.1*	16.6
O=C(CSCc1ccccc1)Nc1ccc(F)c(F)c1	6.1	12.6	-22.3	71.0*	29.0	0.9	-7.4	-6.9
COc1ccc(CC(=O)NCc2ccccc2)cc1	-7.6	7.3	-2.3	0.4	0.0	-0.9	10.0	-3.0
O=C(Nc1ccc2ccccc2c1)c1cccc(F)c1	15.9	10.5	46.6	1.5	-1.8	20.2*	73.4*	11.3
COc1cc(Cl)ccc1OCc1cc(C(=O)N(C)CCc2cnn(C)c2)no1	-0.4	3.3	17.4	-1.9	-8.1	-2.1	1.2	-0.1
Cc1c(NC(=O)CN2C(=O)c3ccc([N+](=O)[O-])cc3C2=O)c(=O)n(-c2ccccc2)n1C	13.4	22.9	2.4	1.8	2.9	-0.9	4.3	-2.8
Cc1cc(Oc2ccc(C(C)(C)C)cc2)nc(N2CCOCC2)n1	35.4	10.8	-6.2	1.0	3.8	0.1	12.6	33.5
CC(/C=C/c1ccc2c(c1)OCO2)=N/NC(=O)c1ccc(C)nc1	-11.7	-67.0	10.1	-1.1	-1.8	-0.6	8.2	3.8
